TbREL1 inh = TbREL1 inhibition, primary screen | inhibition, % at 9.66 µM | 89,000 compounds, 0.49% hits | TbREL1 RNA ligation, FRET fluorescence | P86926;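 active = inhibition above the mean inhibition across all screened compounds plus 3 SD, cut at about 11% in these data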;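 note: 0% = plate median of test wells and 100% = NSC42067 control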
Target sequence (P86926 whole entry, looked up): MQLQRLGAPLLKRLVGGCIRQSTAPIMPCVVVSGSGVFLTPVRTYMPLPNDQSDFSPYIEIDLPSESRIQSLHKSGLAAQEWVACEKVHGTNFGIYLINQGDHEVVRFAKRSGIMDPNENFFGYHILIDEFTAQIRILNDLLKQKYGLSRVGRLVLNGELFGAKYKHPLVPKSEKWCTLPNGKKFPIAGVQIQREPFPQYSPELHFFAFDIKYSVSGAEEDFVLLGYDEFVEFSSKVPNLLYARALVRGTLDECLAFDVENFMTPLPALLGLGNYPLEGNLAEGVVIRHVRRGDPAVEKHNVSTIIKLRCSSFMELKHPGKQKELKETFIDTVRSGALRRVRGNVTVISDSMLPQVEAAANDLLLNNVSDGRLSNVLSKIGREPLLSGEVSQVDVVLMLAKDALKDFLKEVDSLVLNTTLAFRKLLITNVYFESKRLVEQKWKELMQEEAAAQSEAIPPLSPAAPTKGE
Active calls of the source: *. An excerpt; the hit share may differ from the screen's.

Start of the data: the first 3 compounds, ahead of the listing:
canonical_smiles	TbREL1 inh
O=C(c1ccc2ccccc2c1)N1CCCCC1	0
c1ccc(-c2nnc(CSc3nnc(-c4cccs4)o3)o2)cc1	1
Cc1ccc(C(=O)N/C(=C\c2cn(C)c3ccccc23)C(=O)NCCCn2ccnc2)cc1	1

All compounds of this part, from the first entry:
canonical_smiles	TbREL1 inh
O=C(c1ccc2ccccc2c1)N1CCCCC1	0
c1ccc(-c2nnc(CSc3nnc(-c4cccs4)o3)o2)cc1	1
Cc1ccc(C(=O)N/C(=C\c2cn(C)c3ccccc23)C(=O)NCCCn2ccnc2)cc1	1
O=C1/C(=C/c2ccccn2)SC(=S)N1CCc1ccccc1	5
Nn1c(SCC(=O)Nc2ccc3c(c2)OCCO3)nnc1-c1ccncc1	2
CCOC(=O)CSc1c(-c2cccs2)[nH]c2ccccc12	3
CC12CCC(C(=O)Nc3ccccc3Cl)(C(Br)C1=O)C2(C)C (stereo not given)	3
O=C(c1nc2ccc(Cl)cn2c1CNCCc1cnccn1)N1CCCCCCC1	-2
Cc1nc2cc(NCc3ccccc3O)ccc2n1Cc1ccccc1	-5
O=C1CC(O)(c2ccccc2)C(c2ccccc2)=C1c1ccccc1 (stereo not given)	-2
COc1ccc(NS(=O)(=O)CC23CCC(CC2=O)C3(C)C)cc1 (stereo not given)	4
CC1(C)C/C(=N\O)c2cc3c(nc2C1)CCCC3	1
Cc1noc(C)c1S(=O)(=O)NC(=O)C1(C)CCN1C(=O)CC(c1ccccc1)c1ccccc1 (stereo not given)	-1
Cc1cc(C)c(NC(=O)CCCN2CCOCC2)c(C)c1	1
Cc1sc2ncnc(N3CCC(C(=O)Nc4ccc(Cl)c(Cl)c4)CC3)c2c1C	3
COC(=O)Nc1nnc(-c2ccco2)s1	0
CCS(=O)(=O)NCCCCc1ccccc1	-1
O=C(O)c1ccc(COc2ccccc2/C=C2\NC(=O)N(Cc3ccccc3)C2=O)cc1	7
COc1ccc(/C(C)=N/NC(=O)c2ccccc2N)cc1	1
CC(C)(C)C(=O)Nc1ccc(C(=O)NNC(=O)Cc2ccccc2)cc1	0
c1ccc(-n2nnnc2NCCCN2CCOCC2)cc1	-2
CCc1nc2ccc(C(=O)NCCOc3ccc(OC)cc3)cn2c1N(CC)CCOC	-3
O=C(NCC1CCCN1S(=O)(=O)c1cccs1)c1ccc([N+](=O)[O-])cc1 (stereo not given)	-2
CC(C)CC1c2[nH]c3ccccc3c2CCN1CCCn1cccn1 (stereo not given)	2
Fc1ccc(Nc2nc(-c3cccnc3)cs2)cc1	10

7 compounds from above, arranged by length of the SMILES, low to high.
canonical_smiles	TbREL1 inh
CCS(=O)(=O)NCCCCc1ccccc1	-1
c1ccc(-n2nnnc2NCCCN2CCOCC2)cc1	-2
Cc1nc2cc(NCc3ccccc3O)ccc2n1Cc1ccccc1	-5
CC(C)CC1c2[nH]c3ccccc3c2CCN1CCCn1cccn1 (stereo not given)	2
O=C1CC(O)(c2ccccc2)C(c2ccccc2)=C1c1ccccc1 (stereo not given)	-2
CC12CCC(C(=O)Nc3ccccc3Cl)(C(Br)C1=O)C2(C)C (stereo not given)	3
Cc1ccc(C(=O)N/C(=C\c2cn(C)c3ccccc23)C(=O)NCCCn2ccnc2)cc1	1

(more compounds)
canonical_smiles	TbREL1 inh
COc1ccc(SC2=C[C@@]3(O)CC[C@@H](O)[C@@](Sc4ccc(OC)cc4)(C2=O)[C@H]3O)cc1	0
CC(C)OCCCN(C)C1CCN(S(=O)(=O)c2csc(C(N)=O)c2)CC1	5
COc1cc2c3cc1Oc1cc(ccc1O)C[C@@H]1c4c(cc(OC)c(O)c4Oc4ccc(cc4)C[C@@H]3N(C)CC2)CC[N+]1(C)C	1
CCCCN1CC(=O)N2[C@H](c3ccc(Cl)cc3)[C@@H]3C(=O)N(CC)C(=O)[C@@H]3[C@]2(C)C1=O	5
CC1CCN(C(=O)C2CCCN(S(=O)(=O)c3ccc4c(c3)CC(C)N4C(=O)C3CC3)C2)CC1 (stereo not given)	0
Cc1ccc(-c2ccc(C(=O)NCCCNC(=O)c3cnccn3)o2)cc1Cl	-4
C=C1C(=O)[C@]23C[C@H]1CC[C@H]2[C@]1(C)[C@@H](O)CC[C@@](C)(C(=O)O)[C@H]1C[C@@H]3O	7
CC(Oc1ccc(Cl)cc1Cl)C(=O)Nc1ncccn1 (stereo not given)	-3
Cc1ccccc1SCc1noc(C(=O)NC(C)C)c1C(=O)O	1
CCOc1ccccc1NC(=O)COc1coc(CN2CCc3ccccc32)cc1=O	-7
O=C(CSc1ccccc1C(=O)N1CCN(c2ccc([N+](=O)[O-])cc2)CC1)N1CCCC1	8
COc1ccccc1C(=O)Nc1ccnn1C1CCN(C(=O)c2ccoc2)CC1	-1
CCc1noc(N)c1C(=O)Nc1ccc(F)c(Cl)c1	-1
Cc1occc1C(=O)N1CCCC(N2CCN(c3cccc(Cl)c3)CC2)C1 (stereo not given)	-2
COc1ccc(-n2nnnc2Sc2ccc(S(=O)(=O)N3CCOCC3)cn2)cc1	-1
CCOC(=O)c1[nH]c2ccccc2c1NC(=O)CC	2
Nc1ccn([C@@H]2O[C@H](C(=O)N[C@H](Cc3ccccc3)C(=O)N[C@H]3CCCCNC3=O)[C@@H](O)[C@H]2O)c(=O)n1	3
COc1ccc(-n2nnnc2CNC(=O)C2CC(=O)N(c3ccc(F)cc3)C2)cc1 (stereo not given)	1
COc1ccc(NC(=O)Cc2nnc(SCC(=O)NC3CCCCC3)n2C)cc1	3
CCOC(=O)N1CCN(C(=S)NC(C)(C)C)CC1	0
CCCCOc1ccc(C(=O)Nc2ccc(S(=O)(=O)Nc3onc(C)c3C)cc2)cc1	-7
CCOC(=O)c1ccc(NC(=O)c2cccc(S(=O)(=O)N3CCOCC3)c2)cc1	0
N#Cc1ccc(Cl)cc1NC(=O)CNc1cccc(S(=O)(=O)N2CCCC2)c1	1
Cc1cc(N2C(=O)C(O)=C(C(=O)c3cccs3)C2c2cccc(Br)c2)no1 (stereo not given)	-2
O=C(NC(CO)(CO)CO)[C@@H]1CCCN1S(=O)(=O)c1cccc2cccnc12	1
COC[C@H]1CCCN1c1ccc2c(c1)O[C@H](C)CCN(C1CC1)S2(=O)=O	2
CCN(CC)CCCNC(=O)c1sc2nc(-c3ccc(F)cc3)cn2c1C	-2
CC(=NCc1ccc2c(c1)OCO2)C1=C(O)c2ccccc2C1=O	0
COc1ccc(OC)c(S(=O)(=O)N2CCCC(C(=O)N3CCN(Cc4ccccc4)CC3)C2)c1 (stereo not given)	-1
COc1ccc(C(=O)N[C@H](C(=O)NCc2cccs2)C(C)C)cc1	-1
c1ccc(Cn2c(-c3ccccc3)nc3nc4ccccc4nc32)cc1	0
O=C(NCc1ccc(F)c(F)c1)C1CCC(CNS(=O)(=O)c2cccc3cccnc23)CC1 (stereo not given)	-2
CC(=O)NC12CC3CC(C1)CC(C(=O)OCC(=O)Nc1ncc(Cl)cc1Cl)(C3)C2	-1
Cc1ccc(S(=O)(=O)CC(=O)c2ccc(C)c([N+](=O)[O-])c2)cc1	-3
COc1ccc(C2Nc3ccccc3C(=O)N2NS(=O)(=O)c2ccccc2)c(OC)c1 (stereo not given)	-1
COc1ccc(NC(=O)Nc2ccc(Br)c(C)c2)cc1	1
CC(NCc1ccco1)C(=O)N1CCN(c2ccc(F)cc2)CC1 (stereo not given)	-1
CCC(=O)c1ccccc1OCCCN1CCC(Cc2ccccc2)CC1	11*
O=C(N/N=C/c1cccnc1)c1ccco1	0
CCOC(=O)c1c(C)[nH]c(N=Nc2cccc(OC)c2)c1C	-4
COc1ccc(NC(=O)c2ccc3snnc3c2)cc1	-1
CC(C)[C@H](NC(=O)c1ccccc1Cl)C(=O)OCC(=O)NCc1ccc2c(c1)OCO2	0
COc1c(Cl)cc(-c2noc(C)c2C(=O)NCCc2ccc(C)cc2)cc1Cl	0
Cc1cc(-c2cc(NC(=O)Cc3c(C)[nH]c4ccccc34)ccc2Nc2cccnc2)ccc1F	-3
Cc1ccc(S(=O)(=O)N2CCC(C(=O)NN3CCCCC3)CC2)cc1	0
CC(=O)Nc1ccc(NC(=O)CSc2nnc3ccc(-c4ccc(F)cc4)nn23)cc1	0
Cc1ccc(S(=O)(=O)N2[C@@H](c3ccc(C(C)(C)C)cc3)C(C(=O)O)=CC[C@H]2c2ccc3c(c2)OCO3)cc1	0
Cc1ccc2nc(Cc3ccc(N)cc3)oc2c1	-2
Cc1cc(-c2ccc(S(=O)(=O)N3CCN(c4cccc(C(F)(F)F)c4)CC3)s2)on1	0
COC(=O)c1ccc(CN2C(=O)NC(CC(C)C)C2=O)cc1 (stereo not given)	-2

(continued)
canonical_smiles	TbREL1 inh
Cn1c(N=NC(=O)c2ccccc2)c(O)c2ccccc21	1
COc1ccccc1C(=O)NCCC(=O)Nc1cccc(S(=O)(=O)N2CCCC2)c1	7
C=CCN(c1ccc(Br)cc1C(=O)OC)S(C)(=O)=O	0
O=C(CSc1nnc2ccccn12)Nc1ncc(Cl)cc1Cl	1
COC(=O)Cc1c(O)ccn(Cc2ccc(OC)c(OC)c2)c1=O	-5
Cc1cc(SCC(=O)N2CCCC2)nc2ccccc12	-1
CCC(C)NC(=O)C1(NC(=O)Nc2ccccc2)CCCCC1 (stereo not given)	-1
CN1CCN(C(=O)CN(C2CCCCC2)S(=O)(=O)c2ccc(Br)cc2)CC1	-2
Cc1[nH]c2ccc(F)cc2c1CCN(Cc1ccco1)C(=S)NC(C)(C)C	-3
CCN(CC)S(=O)(=O)c1cccc(-c2n[nH]c(=S)n2CC(C)C)c1	-6
Cc1ccc(S(=O)(=O)N(CC(=O)NCCSCc2ccco2)c2cc(C)ccc2C)cc1	-3
CC(=O)OC1CC(C)(C)N(OC(=O)CCCN2C(=O)c3ccccc3C2=O)C(C)(C)C1	-1
CC(=O)Nc1ccc(S(=O)(=O)N2CCOCC2)cc1	-1
CCCCNC(=O)C1CCCN1C(=O)Nc1cccc(C)c1 (stereo not given)	5
O=C(C1=C(O)C(=O)N(CCOCCO)C1c1cccs1)c1cccs1 (stereo not given)	0
COc1cc(NC(=S)NCCc2ccc(S(N)(=O)=O)cc2)c(OC)cc1Cl	-2
COc1ccccc1NS(=O)(=O)c1cc(N=N/C(C(=O)Nc2ccc(Cl)cc2)=C(/C)O)ccc1C	1
CC(C)(C)OC(=O)N1CCN(C(=O)c2nc[nH]c2C(=O)N2CCN(c3ccccc3)CC2)CC1	-1
COC(=O)c1cnn(-c2ccc(F)cc2F)c1/C=N/NC(N)=S	1
NS(=O)(=O)c1ccc(NC(=O)CCC(=O)N2CCOCC2)cc1	15*
CCOC(=O)c1cc(C)n(CCCN2CCOCC2)c1C	2
O=c1c2ccccc2nc2c3ccccc3cnn12	2
CCC(C(=O)OCC(=O)Nc1c(C)n(C)n(-c2ccccc2)c1=O)c1ccccc1 (stereo not given)	0
COc1ccc(C2c3c(ncn(CCN4CCOCC4)c3=N)Oc3ccc4ccccc4c32)cc1 (stereo not given)	-4
COC(=O)c1cc(COc2ccc3c4c(c(=O)oc3c2)CCCC4)c(C)o1	1
CN(C)c1ccc(-c2ccc([C@H]3[C@@H]4C=CCC[C@@]4(C)C(=O)N3Cc3ccccc3)c(F)c2)cc1	-1
O=C(Cn1nnc2ccccc21)NNC(=S)NC1CCCCC1	-8
CCCCN1CC(O)=C(c2nc3ccccc3[nH]2)C1=N	-2
COc1ccc(-c2nc3c(Cl)cc(C(F)(F)F)cn3c2Cc2ccccc2C(F)(F)F)cc1OC	6
O=C(CN(Cc1ccco1)C(=O)CNS(=O)(=O)c1ccc(Cl)cc1)NCc1ccco1	4
COc1ccccc1CN(C)C(=O)C1CCCN(c2nc3ccccc3o2)C1 (stereo not given)	-2
CC(=O)c1ccc(N(CC(=O)NC2CCCC2)C(=O)CNC(=O)c2ccco2)cc1	-2
CC1=C(C(=O)OCC(Br)(Br)Br)C(c2cccc([N+](=O)[O-])c2)NC(=O)N1CCCC(=O)O (stereo not given)	-1
O=C(CN1CCN(c2ccccc2)CC1)Nc1ccncc1	3
COc1cccc(NC(=O)Cc2cn(C)c3ccccc23)c1	-2
Nc1ccc(-c2nc3c(Cl)c(N)ccc3[nH]2)cc1	1
O=C(NC1CCCC1)C1CCN(S(=O)(=O)N2CCCCC2)CC1	-1
Cn1c(SCC(=O)NC2CCCCC2)nnc1-c1cccc(N)c1	-7
Cc1c(Br)cc(C(=O)N2CCCCCC2)c(C)c1C	1
[O-][N+]12CCCCC1CCCC2CO (stereo not given)	2
CCOc1ccc(CCNC(=O)COC(=O)COc2ccc(C#N)cc2)cc1OCC	-1
CCC(=O)NCCCc1nc(-c2ccccc2)no1	2
COC(=O)c1ccc(COc2cccc(OC)c2)o1	-1
COC(=O)[C@]1(C)N[C@H](c2ccc(-c3ccc(Cl)c(Cl)c3)cc2)[C@@H]2C(=O)N(C)C(=O)[C@@H]21	1
CCn1nc2cc(C(=O)NCC34CC5CC(CC(C5)C3)C4)ccc2c1OC	-1
COc1ccc(OC)c(NC(=O)Cc2coc3ccc4ccccc4c23)c1	-2
CC(=O)NC1C(OCCOc2ccc(Cl)cc2Cl)OC(COC(C)=O)C(OC(C)=O)C1OC(C)=O (stereo not given)	-3
COc1ccc(/C=C/C(=O)Nc2ccccc2C(=O)N2CCCC2)cc1	-1
O=C(NCc1ccccc1)C1=C[C@@H](C2CC2)C[C@@H](OCc2ccc(CO)cc2)O1	6
C/C(=N\NC(=O)Cc1ccc(Cl)cc1)c1ccccc1O	3
COc1ccc(NC(=S)N2CCN(C(=O)c3ccco3)CC2)c(OC)c1	-2
Cc1ccccc1N=Nc1c(O)[nH]c2ccccc12	2
O=C(N/N=C/c1ccc([N+](=O)[O-])s1)c1ccccc1	2

Assay outcomes from PubChem.
